Screening results deposited in PubChem BioAssay by National Center for Advancing Translational Sciences (NCATS).
GALK inhibitor – inhibitors of human galactokinase | Purified GALK, Kinase-Glo residual ATP luminescence | 0.007% of 270,000 active | AID 1868 | Potency, µM (titrated, usually from 57.5 µM), for the others: at the highest dose activity change, negative = inhibition, most hits filed as inhibitors; note: potency is the fitted concentration of half-maximal effect
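Compounds were pin-transferred into ATP buffer (35 uM final), then GALK plus galactose (5 nM, 100 uM final) was added. After 1 h at room temperature, Kinase-Glo Plus was added and luminescence read after 10 min.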
Eya2 phos inh – inhibitors of human Eya2 phosphatase activity | 0.006% of 330,000 active | O00167 | recombinant Eya2, OMFP fluorescence dephosphorylation (OMFP is methylfluorescein phosphate) | AID 488837 | Potency, µM (highest dose often 76.9 µM), without a hit: at the top dose activity, negative = inhibition, hits mostly inhibitors; note: potency is the fitted concentration of half-maximal effect
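Eya2 protein (added as 0.2 uM solution) was preincubated with compound for 10 min at ambient temperature in 50 mM HEPES pH 7.5, 50 mM NaCl, 5 uM MgCl2, 0.05% BSA, 1 mM DTT. OMFP (added at 50 uM) then reacted 10 min; fluorescence read at 485/525 nm.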
KCNH2 3.1 inh – KCNH2 3.1 (human) potassium channel inhibition; 0.95% of 340,000 active; U2OS KCNH2 3.1, thallium flux FluxOr; active compounds read low; activity change, % (tested at about 1.8 µM); AID 720553;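 active = maximum activity change below -70%; inconclusive = maximum activity change from -70% to -50%; inactive = maximum activity change above -50%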;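 note: thallium influx rate constant from kinetic fluorescence after stimulation buffer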
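Steps: virus added to U2OS suspension (4 h, RT, dark); medium with 10% FBS added, cells plated, 37 C overnight; FluxOr/Red40 loading buffer 45 min RT; stimulation buffer, 2 min kinetic read; rate constant normalized.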
uPA surface inh – blocks generation of uPA at the cell surface; Potency, µM (doses to about 38.3 µM), for the others: at the top dose activity change, negative = inhibition, hits mostly inhibitors; AID 540303; 0.31% of 330,000 active; cell surface uPA generation assay, qHTS; active = well fitted inhibition curve with a large enough effect; inconclusive = small, poorly fitted or top-dose-only effect; inactive = no such curve, though single readings can be large or run the other way; tested in mouse RAW 264.7 cells; note: potency is the fitted concentration of half-maximal effect; nearly all actives have a fitted effect of over 55% in size
KCNH2 WT inh – blocks the wildtype human KCNH2 potassium channel; 0.37% of 340,000 active; U2OS, BacMam KCNH2, thallium flux FluxOr; active compounds read low; activity change, % at 1.84 µM; AID 720551;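 active = maximum activity change below -70%; inconclusive = maximum activity change between -70% and -50%; inactive = maximum activity change above -50%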
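U2OS cells were transduced with wild-type KCNH2 virus (2.03 x 10^8 / mL) for 4 h at room temperature, then cultured overnight at 37 C. Thallium flux was read with FluxOr dye. Rate constants were normalized to DMSO controls.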
USP2a inh – USP2a (human) protease inhibition | USP2 core, Ub-CHOP2 coupled fluorogenic reporter, 485/531 | Potency, µM (doses to about 38.3 µM), for the others: top-dose activity change, negative = inhibition, usual class: inhibitors | 0.01% of 330,000 active;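 note: potency is the fitted concentration of half-maximal effect; plate controls were DMSO wells for no effect and full inhibition by NEM control for full effect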
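Cell-free coupled assay: 10nM USP2 core preincubated 30min RT with compound in Tris-HCl pH 8.0/CaCl2/CHAPS buffer, then 25nM Ub-CHOP2 and 25nM reporter substrate; fluorescence (Ex 485/Em 531) read after 60min RT, normalized to NEM inhibition, concentration-response curves fitted.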
PKM2 act – increases activity of human pyruvate kinase M2 | AID 1631 | Potency, µM (series often up to 57.5 µM), for inactives: top-dose activation, hits mostly activators | purified PKM2, Kinase-Glo ATP luminescence, activation; response scale: 0% is enzyme alone, no compound | 0.34% of 260,000 active; note: potency is the fitted concentration of half-maximal effect; nearly all actives have a fitted effect of over 55% in size
Target sequence (P14618 whole entry, looked up): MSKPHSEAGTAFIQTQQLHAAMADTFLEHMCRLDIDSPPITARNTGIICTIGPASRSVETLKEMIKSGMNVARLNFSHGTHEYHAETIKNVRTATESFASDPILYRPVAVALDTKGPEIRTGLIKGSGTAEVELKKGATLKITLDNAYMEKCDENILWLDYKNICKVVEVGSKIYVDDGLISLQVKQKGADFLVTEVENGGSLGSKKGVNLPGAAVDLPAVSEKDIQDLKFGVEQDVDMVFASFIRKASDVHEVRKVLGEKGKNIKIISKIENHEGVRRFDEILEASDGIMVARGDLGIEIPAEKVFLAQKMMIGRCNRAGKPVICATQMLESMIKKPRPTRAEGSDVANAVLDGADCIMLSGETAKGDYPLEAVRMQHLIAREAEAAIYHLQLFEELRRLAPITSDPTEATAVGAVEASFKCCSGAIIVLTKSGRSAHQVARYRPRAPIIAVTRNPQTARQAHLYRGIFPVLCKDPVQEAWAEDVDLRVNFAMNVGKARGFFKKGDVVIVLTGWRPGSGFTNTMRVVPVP
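Purified hPK-M2 (>95% pure) converted ADP (0.1 mM final) to ATP with 0.5 mM PEP in 50 mM imidazole pH7.2, KCl, MgCl2, Tween 20, BSA; 1 h at room temperature. ATP detected by Kinase-Glo luminescence.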
Coupling enz – counter-screen for Giardia aldolase inhibitors: coupling enzyme system; coupling enzyme system counterscreen, AmpLite Red fluorescence; activity change, negative = inhibition, % at 58.2 µM, hits read low; 0.67% of 290,000 active; in the data active = activity change below about -30%
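Activity here indicates interference with the coupling reaction, not aldolase inhibition. Compounds at 57.5 uM final met coupling enzymes for 10 min at RT; substrate and AmpLite Red detection followed, with a 525/598 nm fluorescence read after 20 min.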
B2AR arrestin – beta2AR (human) beta-arrestin recruitment activity. 0.02% of 330,000 active. beta-arrestin recruitment to beta2AR, cell-based reporter. Potency, µM (highest dose often 46.1 µM), for inactives: top-dose activation, hits mostly activators. P07550;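 note: potency is the fitted concentration of half-maximal effect; 0% = DMSO controls and full agonism = EC100 isoproterenol or metaproterenol; nearly all actives have a fitted effect of over 65% in size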
Target sequence (P07550 whole entry, looked up): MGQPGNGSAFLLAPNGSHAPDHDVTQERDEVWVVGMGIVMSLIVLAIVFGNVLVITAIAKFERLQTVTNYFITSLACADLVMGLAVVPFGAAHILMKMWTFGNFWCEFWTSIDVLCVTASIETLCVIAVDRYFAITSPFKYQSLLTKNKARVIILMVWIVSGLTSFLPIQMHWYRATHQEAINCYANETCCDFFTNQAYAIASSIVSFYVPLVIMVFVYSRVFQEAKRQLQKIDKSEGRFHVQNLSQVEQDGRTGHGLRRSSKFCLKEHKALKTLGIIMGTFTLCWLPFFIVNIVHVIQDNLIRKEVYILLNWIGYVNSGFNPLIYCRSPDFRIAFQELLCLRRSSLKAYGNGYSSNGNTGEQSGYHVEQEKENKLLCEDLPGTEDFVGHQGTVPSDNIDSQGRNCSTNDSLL
Giardia killer – kills Giardia lamblia; Giardia lamblia trophozoite viability; activity change, % at 7.66 µM, hits read low; 0.15% of 340,000 active; AID 540267; in the data active = activity change below about -80%; inconclusive = between about -30% and that limit;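 note: parasites exposed to compound for two days anaerobically before the ATP read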
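Media and compound were dispensed first, then trophozoites at 100 cells/well; plates sat 48 hrs at 37 deg C without oxygen before ATP luminescence reagent was added and read after 15-30 min at room temperature.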
Chronic BCR inh – blocks chronic active B-cell receptor signaling | ABC-DLBCL IkBa-CBG/CBR reporter, luminescence ratio, 4 h | Potency, µM (top dose mostly 46.1 µM), for the others: at the top dose ratio change, negative = lower green/red ratio, most hits filed as inhibitors | 0.05% of 340,000 active | AID 493014; active = well fitted inhibition curve with a large enough effect in the signal ratio, with a control signal flat, not every such curve was filed as active; inconclusive = small, poorly fitted or top-dose-only effect, or effect the other way, or a change in a side signal; the % refers to the signal ratio;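 note: potency is the fitted concentration of half-maximal effect; plate controls were basal doxycycline-induced cells for no effect and cells given 10 µM MG132 for full effect; MG132 reads +100%, hits lower the ratio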
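TMD8 human ABC-DLBCL cells with doxycycline-inducible IκBα–green luciferase fusion and unfused red luciferase, in 0.5% FBS medium; compounds up to 46 uM, 4 h at 37C. Green/red luminescence ratio, filter-overlap corrected, fitted to concentration-response curves.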
Active calls of the source: *; ? = inconclusive; . = no result given. Unless noted, calls come from the whole dose curve; as a rule, active = well fitted curve in the direction sought with a large enough effect; inconclusive = small, poorly fitted or top-dose-only effect, or another doubt; inactive = no such curve, though single readings can be large; an effect the other way counts as inactive or inconclusive. Unless noted, % is set by controls: 0 for no effect and ±100 for the full control effect.

SMILES	GALK inhibitor	Eya2 phos inh	KCNH2 3.1 inh	uPA surface inh	KCNH2 WT inh	USP2a inh	PKM2 act	Coupling enz	B2AR arrestin	Giardia killer	Chronic BCR inh
O=c1cc(CN2CCN(C/C=C/c3ccccc3)CC2)c2cc(O)c(-c3ccccc3)cc2o1	.	-16%	?	3%	-37	-7%	2%	3	-4.0%	1	0%
Nc1c(N(CCO)C(=O)/C=C/c2ccco2)c(=O)[nH]c(=O)n1Cc1ccccc1	2%	-8%	22	11%	.	1%	-2%	1	0.1%	-4	8%
Cc1noc(C)c1COc1cccc(C(=O)Nc2ccc3c(c2)OCO3)c1	-1%	3%	-7	?	0	1%	1%	3	0.2%	1	?
COc1cccc(C(=O)Nc2nnc(C(C)C)s2)c1	-2%	1%	5	-7%	-5	0%	2%	-14	-0.3%	4	?
O=C(Nc1c(C(=O)Nc2ccc3c(c2)OCCO3)cnn1-c1ccccc1Cl)c1ccco1	-1%	-26%	5	.	-4	-2%	-12%	-1	-0.4%	1	?
CCN(CC(=O)Nc1c(F)cccc1F)C(=O)CSC(=S)N1CCCC1	.	23%	-1	18%	-6	3%	.	.	2.7%	0	0%
CC(C)c1ccc(C(=O)N2CCN(c3cnn(C)c(=O)c3Cl)CC2)cc1	-1%	3%	2	-1%	-8	1%	3%	1	0.0%	3	?
Cc1cccc(-n2cnc(C(=O)NNC(=S)Nc3ccc(Cl)cc3)c2)n1	1%	-13%	11	-8%	0	-8%	0%	7	-0.3%	8	?
COc1ccc(C(CC(=O)O)NC(=O)c2ccco2)cc1OC (stereo not given)	6%	-13%	-2	2%	-5	0%	1%	1	0.2%	-7	0%
COc1ccc(Nc2nc3c(C)cccc3cc2C#N)c(OC)c1	-3%	-4%	-6	0%	0	2%	-4%	2	-0.8%	-8	-1%
O=C(COc1ccccc1)Nc1ncc2c(n1)CCCC2=O	-2%	10%	27	9%	19	2%	-7%	4	0.5%	11	0%
CSc1ccc(OC2CCN(Cc3ccccc3)CC2)cc1	3%	-7%	-89*	2%	?	4%	-4%	3	-0.4%	1	3%
COc1cc(C(=O)c2ccccc2Cl)c([N+](=O)[O-])cc1OC	7%	6%	12	7%	-1	0%	3%	0	-0.2%	9	-6%
O=C1CCCC(=O)C1CS(=O)(=O)c1ccccc1	2%	4%	-8	4%	-5	0%	0%	-4	0.3%	-4	-9%
Cn1ncc([N+](=O)[O-])c1C(=O)NC1CCCCC1	-6%	3%	44	-5%	3	2%	.	1	0.0%	12	7%
Cc1cc(NS(=O)(=O)c2cc(Cl)sc2Cl)no1	0%	-3%	1	-1%	-11	5%	.	1	-0.1%	8	-3%
CC1CN(C(c2ccco2)c2sc3ncnn3c2O)CC(C)O1 (stereo not given)	2%	13%	1	1%	3	3%	-29%	-4	0.1%	15	2%
Cc1cccc(NS(=O)(=O)c2cccc3nonc23)c1	1%	4%	-1	-1%	-4	2%	27%	-11	-0.2%	10	2%
CC(Oc1ccccc1)C(=O)NCc1cccnc1 (stereo not given)	7%	1%	-3	5%	12	1%	-2%	0	-0.4%	1	0%
Cc1cccc(NC(=O)CSc2nnc(CNC(=O)c3cccs3)o2)c1C	0%	-4%	-3	1%	-2	3%	-2%	1	-0.1%	8	5%
Cc1ccc(S(=O)(=O)NNC(=O)c2csnn2)cc1	1%	4%	-11	10%	-16	0%	4%	-1	-1.3%	-13	5%
O=C(NCCO)Nc1ccc(Cl)cc1	-2%	9%	11	0%	1	0%	4%	2	-0.1%	-14	-2%
CCn1cc(/C=N\NC(=O)Cc2ccc(Cl)cc2)cn1	0%	-1%	13	-1%	-1	6%	0%	5	-0.1%	-4	-4%
CCCCn1c(N)c(N(CCOC)C(=O)c2nn(CC)c(=O)c3ccccc23)c(=O)[nH]c1=O	.	18%	7	8%	-5	2%	.	.	0.4%	-1	7%
Cc1cccc(C)c1NC(=O)c1ccc(-n2cncn2)nc1	1%	-10%	12	-2%	24	-1%	0%	3	0.1%	-9	-9%
The results go on:
SMILES	GALK inhibitor	Eya2 phos inh	KCNH2 3.1 inh	uPA surface inh	KCNH2 WT inh	USP2a inh	PKM2 act	Coupling enz	B2AR arrestin	Giardia killer	Chronic BCR inh
COc1ccccc1NC(=O)COc1ccc2c(c1)OCO2	-6%	7%	0	?	5	0%	-4%	0	0.3%	-5	?
COc1ccc(C2CC(C(F)(F)F)n3ncc(C(=O)Nc4c(C)n(C)n(-c5ccccc5)c4=O)c3N2)cc1 (stereo not given)	-1%	-20%	-14	-12%	8	2%	0%	3	-0.4%	7	-17%
COc1ccc(C2=C(C#N)C(=O)OC2)cc1	-5%	-10%	-16	3%	17	1%	3%	2	0.3%	2	?
COC(=O)[C@@]12CCCCN1[C@H](c1ccc(-c3ccc(F)cc3)cc1)[C@@H]1C(=O)N(C)C(=O)[C@@H]12	.	6%	-24	4%	3	-1%	.	.	-0.9%	9	?
COc1ccc(-n2c(SCC(N)=O)nnc2-c2cccnc2)cc1	1%	-2%	2	0%	2	0%	-4%	0	0.1%	-8	?
CCOC(=O)N1CCC(N2CCN(S(=O)(=O)c3ccc([N+](=O)[O-])cc3)CC2)CC1	5%	13%	1	-6%	6	-8%	23%	1	-0.4%	-8	6%
CCCCC(NC(=O)c1cccc(Br)c1)C(=O)O (stereo not given)	5%	17%	8	2%	5	0%	-10%	0	-0.2%	28	-17%
Cc1ccc(N(C(=O)CCC(=O)Nc2cc(C)on2)C(C(=O)NC2CCCC2)c2ccncc2)cc1 (stereo not given)	-2%	8%	12	3%	-13	0%	-1%	0	-0.4%	6	0%
N#Cc1nc(COc2ccc(F)cc2)oc1N1CCCC1	1%	-4%	0	-3%	28	3%	5%	1	-0.6%	6	12%
CCC1Oc2ccccc2N(CC(=O)NC2CCCCC2)C1=O (stereo not given)	-1%	10%	2	1%	22	0%	-1%	3	0.2%	15	6%
O=C(/C=C/c1ccc(OCCCF)cc1)N1CCN(Cc2ccccc2)CC1	-7%	-12%	-17	-3%	6	4%	.	1	0.4%	-18	-11%
O=c1c2[nH]c3ccc(Cl)cc3c2ncn1CCN1CCCCC1	1%	-1%	-22	-2%	16	2%	1%	3	-1.0%	19	2%
COc1cc(/C=N/NC(=O)c2cc(-c3cccn3C)n[nH]2)cc(OC)c1OC	-3%	3%	-4	.	-14	-1%	6%	0	-0.3%	-7	?
Cn1c(SCC(=O)Nc2ccccc2F)nnc1-c1cccnc1	0%	6%	9	9%	-1	0%	9%	1	-0.2%	-30	-1%
COc1cccc(C2c3c(oc4ccc(F)cc4c3=O)C(=O)N2CCN2CCOCC2)c1OC (stereo not given)	0%	0%	-4	-5%	-1	0%	5%	1	-0.5%	-3	11%
Fc1ccccc1N1CCN(c2nc3ccccc3n3nnnc23)CC1	2%	3%	-19	1%	6	10%	-17%	1	0.3%	-3	?
CCn1cc(S(=O)(=O)NCCc2ccccc2OC)cn1	-5%	-7%	9	2%	-21	1%	0%	.	0.1%	-6	5%
Cc1ccccc1OCC(=O)N=Nc1c(O)n(C)c2ccccc12	2%	-1%	-11	-2%	2	3%	-4%	1	-0.6%	24	?

Among those listed so far, these contain a Cl atom.
SMILES	GALK inhibitor	Eya2 phos inh	KCNH2 3.1 inh	uPA surface inh	KCNH2 WT inh	USP2a inh	PKM2 act	Coupling enz	B2AR arrestin	Giardia killer	Chronic BCR inh
O=C(Nc1c(C(=O)Nc2ccc3c(c2)OCCO3)cnn1-c1ccccc1Cl)c1ccco1	-1%	-26%	5	.	-4	-2%	-12%	-1	-0.4%	1	?
CC(C)c1ccc(C(=O)N2CCN(c3cnn(C)c(=O)c3Cl)CC2)cc1	-1%	3%	2	-1%	-8	1%	3%	1	0.0%	3	?
Cc1cccc(-n2cnc(C(=O)NNC(=S)Nc3ccc(Cl)cc3)c2)n1	1%	-13%	11	-8%	0	-8%	0%	7	-0.3%	8	?
COc1cc(C(=O)c2ccccc2Cl)c([N+](=O)[O-])cc1OC	7%	6%	12	7%	-1	0%	3%	0	-0.2%	9	-6%
Cc1cc(NS(=O)(=O)c2cc(Cl)sc2Cl)no1	0%	-3%	1	-1%	-11	5%	.	1	-0.1%	8	-3%
O=C(NCCO)Nc1ccc(Cl)cc1	-2%	9%	11	0%	1	0%	4%	2	-0.1%	-14	-2%
CCn1cc(/C=N\NC(=O)Cc2ccc(Cl)cc2)cn1	0%	-1%	13	-1%	-1	6%	0%	5	-0.1%	-4	-4%
O=c1c2[nH]c3ccc(Cl)cc3c2ncn1CCN1CCCCC1	1%	-1%	-22	-2%	16	2%	1%	3	-1.0%	19	2%
